AddAB inh: less growth of phage-infected E. coli with AddAB. E. coli expressing H. pylori AddAB, absorbance growth. inhibition, % at 11.9 µM. 330,000 tested, 0.29% active. AID 435030; in the data active = inhibition above about 12%;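 also: 0% = vehicle wells of infected cells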
phage Ecoli inh: E. coli growth loss with phage present; growth absorbance; inhibition, % at 11.9 µM; 360,000 tested, 0.26% active; AID 651602; in the data active = inhibition above about 11%
SR-BI uptake up: activators of SR-BI mediated HDL lipid uptake; CHO ldlA[mSR-BI] cells, DiI-HDL uptake fluorescence, 3 h; 100 = double the neutral-control signal; activation, % at 12.5 µM; 320,000 tested, 0.096% active; AID 504775;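 active = mean replicate activation of at least 60% and every replicate at or above 60%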;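 also: 0% = median plate neutral-control signal and 100% = twice that signal; values of inactives mirror those of a sister screen read the other way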
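System: LDL receptor-deficient CHO ldlA cells overexpressing murine SR-BI | Timing: 3 h uptake period with compound, 37 °C | Medium: HEPES-buffered (25 mM, pH 7.4) F12 plus 0.5% BSA | Dosing: Single-point compound dose | Signal: Bottom-read fluorescence, 550/595 nm | Read-out: Retained DiI signal reflecting DiI-HDL uptake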
MITF act: increases MITF-driven TRPM1 promoter luciferase signal | AID 588334 | SK-MEL-5 TRPM1-promoter luciferase, 24 h; % of positive control, neutral wells = 0 | activation, % at 12.5 µM | 300,000 tested, 0.75% active;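 active = mean activation of at least 80% with every replicate also reaching 80%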;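 also: 0% = neutral control wells and 100% = parthenolide positive control wells; values of inactives mirror those of a sister screen read the other way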
CAL PDZ FP-1: blocks peptide binding to human CAL PDZ domain | Q9HD26 | purified CAL PDZ, TMR-peptide fluorescence polarization, 1 h | inhibition, % at 20 µM | 330,000 tested, 0.02% active | AID 504414;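 active = highest replicate inhibition of at least 40%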;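 also: plate controls were DMSO neutral control wells for no effect and unlabeled competitor peptide control wells for full effect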
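Material: tagged CAL PDZ domain; buffer or medium: 25 mM sodium phosphate pH 7.4, 150 mM NaCl, TCEP, IgG, Thesit; compound dosing: single point, 20 µM; schedule: 1 h incubation at room temperature before polarization reading; measured by: FP readout, S and P plane fluorescence; read-out basis: percent inhibition from loss of millipolarization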
E coli growth: counter-screen for AddAB inhibitors: E. coli growth inhibition; inhibition, % at 11.9 µM; E. coli V3065 growth, OD600 absorbance, 18 h; 330,000 tested, 0.27% active;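 active = inhibition above the campaign's mean inhibition across all tested compounds plus 3 SD, cut at about 9.9% in these data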;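 also: uninfected addAB+ strain grown without phage in ampicillin broth; 0% = DMSO wells and 100% = ciprofloxacin 0.95 µg/ml wells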
Tat export inh: E. coli Tat transport inhibition. E. coli MC4100 TorA-mCherry Tat export, fluorescence. inhibition, % at 10 µM. 340,000 tested, 0.036% active. AID 488895;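 active = mean replicate inhibition at least 50% and at least half of replicates individually reaching 50%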;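 also: exported cargo escapes ClpAP degradation while cytoplasmic cargo is degraded and loses fluorescence; 0% = median of neutral control wells and 100% = median of NaSCN control wells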
Wnt act: activators of Wnt/beta-catenin signaling; Wnt/beta-catenin reporter cell assay, activator, plate reader; 300,000 tested, 1.2% active; activation, % at 9.35 µM; in the data active = activation above about 30%, passing the limit was not always enough;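 also: 0% = neutral control wells and 100% = positive control wells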
SR-BI DiI inh: inhibitors of mouse SR-BI mediated HDL lipid uptake; Q61009; ldlA[mSR-BI] CHO cells, DiI-HDL uptake fluorescence, 3 h; inhibition, % at 12.5 µM; 320,000 tested, 0.96% active; AID 488896;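 active = mean replicate inhibition of at least 70% and a set share of replicates each scoring 70 or more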;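 also: 0% = median of neutral control wells and 100% = median of positive control wells; values of inactives mirror those of a sister screen read the other way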
Target sequence (Q61009 whole entry, looked up): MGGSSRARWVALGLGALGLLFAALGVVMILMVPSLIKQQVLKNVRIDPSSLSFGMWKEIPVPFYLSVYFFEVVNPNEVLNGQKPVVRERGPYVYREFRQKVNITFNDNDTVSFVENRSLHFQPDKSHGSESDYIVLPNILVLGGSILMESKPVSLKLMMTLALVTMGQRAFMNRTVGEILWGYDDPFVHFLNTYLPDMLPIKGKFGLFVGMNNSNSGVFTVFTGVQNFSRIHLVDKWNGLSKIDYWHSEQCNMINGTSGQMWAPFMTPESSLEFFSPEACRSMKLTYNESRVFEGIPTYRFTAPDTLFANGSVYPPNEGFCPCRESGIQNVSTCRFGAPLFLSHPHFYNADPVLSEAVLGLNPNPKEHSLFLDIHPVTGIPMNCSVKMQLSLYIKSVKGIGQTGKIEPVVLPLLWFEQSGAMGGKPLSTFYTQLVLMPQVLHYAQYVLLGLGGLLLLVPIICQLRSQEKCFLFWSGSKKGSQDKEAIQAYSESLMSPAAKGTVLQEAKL
CAL PDZ FP-2: blocks peptide binding to the human CAL PDZ domain; Q9HD26; purified CAL PDZ, TMR-peptide fluorescence polarization, 1 h; inhibition, % at 24.9 µM; 300,000 tested, 0.92% active; AID 602252;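 active = mean inhibition of at least 30% with at least half of replicates also reaching 30%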;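 also: 0% = DMSO neutral control and 100% = excess unlabeled competitor peptide PRC23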
* marks the source's active call; other numbers are inactive results; nt = no result given. The order is random; about 3.6% have a hit in one of these screens.

SMILES	AddAB inh	phage Ecoli inh	SR-BI uptake up	MITF act	CAL PDZ FP-1	E coli growth	Tat export inh	Wnt act	SR-BI DiI inh	CAL PDZ FP-2
COC(=O)c1ccc(NC(=S)NCc2ccco2)cc1	2.3	3.4	-2	15	-1.5	-0.6	7	-1	2	4
O=C(NC1CCCc2c1cnn2-c1cc(F)cc(F)c1)c1cc[n+]([O-])cc1 (centres undefined)	2.1	-0.6	11	-4	-1.8	0.8	2	-1	-11	-6
CC(C)Cn1c(=O)c(C(=O)Nc2ccccc2S(N)(=O)=O)c(O)c2ccccc21	5.5	9.7	6	-7	-0.2	6.0	10	0	-6	-1
CC1=C(C(=O)OC(C)C)C(c2ccc3c(c2)OCO3)NC(=O)N1 (centres undefined)	2.2	3.4	23	3	0.7	-3.4	-1	1	-23	nt
O=C(CSCc1cc(=O)n2ccsc2n1)Nc1ccc(F)cc1	0.5	-1.3	2	5	-2.0	-3.2	-4	-1	-2	1
O=C(CSc1ccc(F)cc1)Nc1ccc(Br)cc1	6.1	7.3	16	75	-3.3	3.0	6	-2	-16	-10
CCOc1ccc2nc(NCCNS(=O)(=O)c3ccccc3)c(C#N)cc2c1	-0.2	3.5	-40	nt	-1.3	-0.2	-3	nt	40	-6
Cc1ccc(NC(=O)C2(N(C(=O)Cn3nnnc3N)c3ccc(C)cc3)CCCCC2)cc1	1.4	3.3	-6	-12	-1.8	2.5	2	-3	6	8
CC1CCCCC1NC(=O)CCS(=O)(=O)c1ccc(Cl)cc1 (centres undefined)	0.3	0.6	11	7	-1.2	3.1	0	-1	-11	-3
CCOC(=O)c1sc2nc(CC(=O)OC)nc(NCc3ccc(F)cc3)c2c1C	1.2	-1.4	-37	-10	-4.2	-0.4	1	nt	37	nt
COc1ccc(CNS(=O)(=O)c2cn(C)c(=O)n(C)c2=O)cc1	2.8	1.4	8	-2	-1.2	0.4	-8	-1	-8	nt
COCCn1c(N)c(S(=O)(=O)c2cccs2)c2nc3ccccc3nc21	0.8	-1.1	7	12	-1.6	-2.3	11	-2	-7	-3
CSc1ccccc1NC(=O)c1ccc(N2CCCC2=O)cc1	-2.7	4.5	-32	58	-1.5	-0.3	0	24	32	-4
CC(=O)Nc1ccc(OCC(O)Cn2cccn2)cc1 (centres undefined)	nt	3.4	10	-5	-1.5	nt	-4	0	-10	nt
COc1ccccc1CNCC(=O)Nc1ccc(N(C)C)cc1	0.2	2.5	-17	30	0.6	-1.8	-2	18	17	-3
COc1cccc(-n2cnnn2)c1	2.1	1.4	15	nt	-0.1	1.3	-4	nt	-15	-3
CCOC(=O)Cn1c(=O)c(-c2ccccc2NC)nc2ccccc21	2.8	3.6	-17	-9	0.0	-1.5	0	-5	17	-2
CC(=O)c1sc(C(=O)O)c(-c2ccco2)c1-c1ccco1	1.9	-1.2	12	-7	-0.4	-1.3	1	2	-12	29
COC(=O)Cc1ccc(NC(=S)Nc2cccc(C)n2)cc1	2.5	2.7	-2	15	-1.5	0.3	-8	-1	2	53*
C[C@H](NC(=O)c1nc[nH]c1C(=O)NCc1ccccc1)C(=O)OCc1ccccc1	-0.6	0.8	4	2	-0.8	-0.9	6	-6	-4	-4
Fc1ccc(-c2csc(N3CCSCC3)n2)cc1	3.2	5.0	-3	51	-0.4	-0.1	1	4	3	-2
COc1cccc(-c2nc(-c3ccc(NC(=O)c4cccnc4)cc3)no2)c1	4.5	0.7	-33	0	-0.5	0.0	-13	nt	33	-2
CC(C)C(C)NC(=O)CN1C(=O)NC(c2ccccc2)(c2ccccc2)C1=O (centres undefined)	2.0	-1.7	22	-7	-2.5	-1.3	3	1	-22	-1
C=CCNC(=O)c1ccc(OC)cc1	nt	-0.1	10	-4	0.2	nt	6	-2	-10	-3
CCCC(=NCCc1c(C)[nH]c2ccccc12)C1=C(O)CC(c2ccccc2)CC1=O (centres undefined)	7.5	3.4	-38	-1	-1.9	-0.7	6	nt	38	nt
C/C(=N/Nc1ncc(C(F)(F)F)cc1Cl)c1ccncc1	-1.0	5.5	-5	0	-0.8	-1.5	0	-1	5	3
CCCCC1C2=C(CC(C)(C)CC2=O)OC2=C1C(=O)CC(C)(C)C2	1.9	0.5	-25	-9	-2.7	-1.0	8	-5	25	-1
CN(Cc1ccccc1)C(=O)COc1ccc2ccccc2c1	1.8	3.9	nt	nt	nt	-1.8	nt	2	nt	nt
O=C(Nc1ccc(Cl)c(Cl)c1)C1CC(=O)N(c2ccc(Br)cc2)C1 (centres undefined)	2.1	4.1	16	-5	-2.5	0.5	-1	nt	-16	-4
Cc1[nH]n(C(N)=S)c(=O)c1N=Nc1cccc(C(F)(F)F)c1	3.5	1.3	-15	37	0.6	3.5	0	27	15	-9
Cc1ccc(NC(=O)CSc2nnc(-c3cnccn3)n2Cc2ccco2)cc1C	-0.7	0.1	8	nt	-1.5	1.6	6	1	-8	0
Cc1nc2[nH]c(=S)[nH]c2c(=O)[nH]1	nt	1.7	-10	2	-1.1	nt	-14	-1	10	nt
Cc1cc(C)nc(N2CCC(C(=O)Nc3ccc4c(c3)OCCO4)CC2)n1	2.4	1.3	-4	9	0.4	2.4	-8	-5	4	-3
Cc1ccccc1NS(=O)(=O)c1ccc2oc(=O)ccc2c1	2.8	0.2	7	0	-0.6	-1.6	-3	0	-7	-4
CCOc1ccc(C2C(C(=O)c3cccs3)=C(O)C(=O)N2Cc2cccnc2)cc1OC (centres undefined)	1.4	2.1	8	-6	-5.7	0.4	-1	0	-8	-2
Cc1[nH]c2c(ccc3cccnc32)c1C	1.7	2.1	-9	nt	-1.9	-1.2	3	8	9	-1
CCN(CC)S(=O)(=O)c1cc(C(=O)Nc2ccncc2)ccc1Cl	2.3	0.8	-27	-24	-6.1	-1.6	-1	nt	27	-5
CCOC(=O)c1oc2ccccc2c1NC(=O)c1ccc(S(=O)(=O)N(C)C)cc1	-1.5	3.1	-36	-8	-2.9	0.2	1	nt	36	-2
CCOC(=O)C1CCCN(c2c(Nc3ccc(OCC)cc3)c(=O)c2=O)C1 (centres undefined)	3.8	3.3	15	nt	-0.6	-1.9	-2	-1	-15	nt
Cc1[nH]c2ccc(-c3nnc(SCC(=O)c4ccc(F)cc4)o3)cc2c1C	1.3	3.0	-2	6	-0.9	-0.6	-13	-1	2	2

Reformatted with two lines to a compound: part of the list above.
Results follow in this order: AddAB inh | phage Ecoli inh | SR-BI uptake up | MITF act | CAL PDZ FP-1 | E coli growth | Tat export inh | Wnt act | SR-BI DiI inh | CAL PDZ FP-2
- Cc1[nH]c2ccc(-c3nnc(SCC(=O)c4ccc(F)cc4)o3)cc2c1C
  1.3 | 3.0 | -2 | 6 | -0.9 | -0.6 | -13 | -1 | 2 | 2
- Cc1ccccc1NS(=O)(=O)c1ccc2oc(=O)ccc2c1
  2.8 | 0.2 | 7 | 0 | -0.6 | -1.6 | -3 | 0 | -7 | -4

The results go on:
SMILES	AddAB inh	phage Ecoli inh	SR-BI uptake up	MITF act	CAL PDZ FP-1	E coli growth	Tat export inh	Wnt act	SR-BI DiI inh	CAL PDZ FP-2
O=C(COC(=O)CC(NC(=O)c1ccccc1Cl)c1ccccc1)Nc1cccc(F)c1 (centres undefined)	4.3	1.5	-16	-2	-1.9	0.2	2	nt	16	4
CC1CN(Cc2cc(=O)oc3cc(O)ccc23)CC(C)O1 (centres undefined)	1.5	1.5	5	-5	-2.1	1.4	1	-3	-5	0
CCOc1ccc2ccccc2c1/C=N/NC(=O)c1ccc(C)nc1	-0.6	1.7	nt	11	-1.2	-0.7	-3	3	nt	7
COC(=O)c1cccc(C(=O)Nc2ccc(C)cc2)n1	3.2	4.6	12	7	-1.9	3.6	1	20	-12	-2
COc1ccc(NC(=O)CN(C)C(=O)C(C)Sc2ccccc2)cc1 (centres undefined)	4.3	2.4	18	2	-1.2	-2.5	3	-1	-18	-2
COc1ccc(Cl)cc1NC(=O)C/C(C)=N/NC(=O)C(=O)NCc1ccccc1	0.2	1.2	-18	-7	-2.3	-0.6	-4	-2	18	-2
COc1ccc(CNC(=O)C/C(C)=N/NC(=O)c2cnccn2)cc1	-1.1	2.3	6	-2	-2.1	1.2	0	0	-6	-4
O=C(Nc1ccc(Cl)cc1)C1CCCN(c2ncnc3c2nc2n3CCCCC2)C1 (centres undefined)	-0.8	3.5	-21	-3	-3.2	0.8	-7	-3	21	0
O=C(NCc1ccc(F)cc1F)c1cc(COc2c(F)cccc2F)on1	0.3	0.8	17	15	-0.5	-0.8	1	-2	-17	-3
CN(C)S(=O)(=O)c1cccc(NC(=O)c2cc(=O)[nH]c(=O)[nH]2)c1	0.6	3.1	9	-4	1.7	-1.1	-3	-2	-9	0
COc1ccc(C(=O)NC(=S)NNC(=O)c2c(-c3ccccc3)noc2C)cc1OC	-3.5	0.1	-10	nt	-1.9	-2.5	4	13	10	nt
Cc1ccc(C(=O)NC(NCC2CCCO2)C(Cl)(Cl)Cl)cc1 (centres undefined)	3.5	2.2	-4	-13	-0.2	-0.9	-7	-2	4	-4
COc1cc(/C=C2/SC(=S)N(c3ccccc3)C2=O)ccc1Oc1nc(N2CCOCC2)nc(N2CCOCC2)n1	3.0	4.2	-14	0	0.1	-0.9	-21	-4	14	-1
CCOC(=O)C(NC(=O)c1ccccc1Cl)(Nc1ccc(C)c(C)c1)C(F)(F)F (centres undefined)	0.3	3.9	-11	0	-0.9	0.1	5	nt	11	-2
CCCCN(C(=O)c1cc2ccccc2o1)c1c(N)n(CCC)c(=O)[nH]c1=O	4.2	2.4	21	-1	-2.5	2.2	2	nt	-21	-1
COc1cc(/C=C/c2[nH]c(=O)[nH]c(=O)c2[N+](=O)[O-])cc([N+](=O)[O-])c1O	1.3	1.8	15	nt	0.0	0.3	-1	-2	-15	3
CC(C)(C)NC(=O)CN1C(=O)NC(c2ccccc2)(c2ccccc2)C1=O	3.6	-0.1	30	6	-3.2	-0.1	1	15	-30	-5
O=C(O)C1CC(=O)N(Cc2ccc(F)cc2)C1 (centres undefined)	3.8	-0.8	6	-2	-0.2	-0.2	0	nt	-6	1
Cc1onc(-c2c(F)cccc2Cl)c1C(=O)OCC(=O)NC1CC1	0.9	4.7	16	26	-3.6	0.5	-15	0	-16	-2
COC(=O)c1ccc(N/C(=N/S(=O)(=O)c2ccccc2)c2ccccc2)cc1	1.4	1.9	-16	13	-2.3	2.1	1	1	16	-4
COc1ccc(CN2C(=O)CCC2(C)C(=O)NCc2cccnc2)c(OC)c1 (centres undefined)	-0.5	0.5	11	0	0.2	-0.1	-6	-2	-11	-5
Cc1ccc2cc(C)c(N3CCN(c4ccc(F)cc4)CC3)nc2c1	0.1	-0.9	-21	11	0.0	-2.9	9	1	21	-2
CCOC(=O)c1c(C)[nH]c(C)c1C(=O)CSc1nc2ccccc2n1CCC#N	-0.3	2.1	-9	1	-0.3	0.6	-9	-3	9	-2
Cc1cc(C)n(Cc2ccc(C(=O)Nc3cccc(Br)c3)o2)n1	1.1	5.6	-21	18	-1.8	-0.6	3	nt	21	5

Compound activity (PubChem BioAssay)
